Screening data deposited in PubChem BioAssay by several laboratories.
DUSP1 inh – blocks human MKP-1 phosphatase activity. inhibition, %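 (compounds tested at a single concentration somewhere between 10 and 100 µM)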. recombinant MKP-1, OMFP hydrolysis fluorescence. P28562. 65,000 tested, 0.15% active;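 active = inhibition above about 50%, limit read from the data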;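 note: 0% = DMSO max control wells and 100% = wells with enzyme stopped by NaOH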
Target sequence (P28562 whole entry, looked up): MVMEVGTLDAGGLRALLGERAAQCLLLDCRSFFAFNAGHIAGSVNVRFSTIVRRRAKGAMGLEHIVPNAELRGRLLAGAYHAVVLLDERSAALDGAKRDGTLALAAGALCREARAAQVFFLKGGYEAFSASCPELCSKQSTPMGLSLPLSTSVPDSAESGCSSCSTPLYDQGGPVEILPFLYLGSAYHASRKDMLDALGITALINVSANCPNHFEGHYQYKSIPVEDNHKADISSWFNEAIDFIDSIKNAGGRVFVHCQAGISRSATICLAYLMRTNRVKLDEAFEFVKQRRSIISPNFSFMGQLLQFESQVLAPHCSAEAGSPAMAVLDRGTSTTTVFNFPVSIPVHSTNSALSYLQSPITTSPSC
Ecoli tolC – blocks growth of E. coli BW25113 tolC mutant; AID 573; growth inhibition, % at 10 µM (by protocol); 65,000 tested, 2.2% active; OD615;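 active = growth inhibition at or above a cutoff equal to the mean over every tested compound plus 3 SD, cut at about 60% in these data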;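 note: growth measured after 20 h incubation at 37 °C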
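System: E. coli ΔtolC::kan strain BW25113; Buffer or medium: LB broth supplemented with 50 µg/mL kanamycin; Compound: 10 µM final, single dose; Incubation: bacterial growth with compound for 20 h at 37 °C; Signal: A615 absorbance measurement; Evaluation: growth inhibition in percent.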
Cdc25B inh – inhibitors of human Cdc25B phosphatase; inhibition, %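 (compounds tested at 10 µM final in the well)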; P30305; recombinant Cdc25B, OMFP fluorescence Ex485/Em525; 65,000 tested, 0.1% active; in the data active = inhibition above about 50%
Target sequence (P30305 whole entry, looked up): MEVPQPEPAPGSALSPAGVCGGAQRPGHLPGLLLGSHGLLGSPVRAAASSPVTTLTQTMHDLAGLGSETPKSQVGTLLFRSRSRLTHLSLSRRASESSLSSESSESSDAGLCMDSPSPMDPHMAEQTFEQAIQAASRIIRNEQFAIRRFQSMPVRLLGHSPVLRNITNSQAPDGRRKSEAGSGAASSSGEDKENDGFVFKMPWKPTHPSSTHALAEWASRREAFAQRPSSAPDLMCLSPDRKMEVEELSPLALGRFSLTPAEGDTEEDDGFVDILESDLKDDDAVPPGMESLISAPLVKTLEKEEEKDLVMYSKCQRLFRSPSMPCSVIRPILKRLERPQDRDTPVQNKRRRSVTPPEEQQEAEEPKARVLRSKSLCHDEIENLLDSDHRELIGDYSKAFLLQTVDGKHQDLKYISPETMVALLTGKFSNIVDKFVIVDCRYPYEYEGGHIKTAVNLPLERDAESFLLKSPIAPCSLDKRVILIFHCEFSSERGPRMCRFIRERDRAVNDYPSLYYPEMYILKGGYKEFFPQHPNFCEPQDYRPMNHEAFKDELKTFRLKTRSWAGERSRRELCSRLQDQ
E coli RNAP – Escherichia coli RNA polymerase inhibition; AID 559; P0A8V2; E. coli RNA polymerase, fluorescence transcription assay; inhibition, %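 (tested at 10 µM)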; 62,000 tested, 0.2% active; in the data active = inhibition above about 20%;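 note: 0% = enzyme without compound and 100% = no enzyme blank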
Hsp90 block – displaces geldanamycin probe from tumor Hsp90 | AID 429 | inhibition, % at 30 µM | NCI-N417 lysate Hsp90, Cy3B-geldanamycin FP displacement | P07900 | 64,000 tested, 0.35% active;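 active = inhibition above 50%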;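 note: 0% = tracer plus lysate wells and 100% = tracer alone without lysate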
CatB mix inh – inhibitors of human cathepsin B in compound mixtures | P07858 | Purified cathepsin B, AMC dipeptide fluorescence | inhibition, %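 (ten-compound pools at 5 µM per compound and 50 µM total)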 | 62,000 tested, 0.06% active | AID 488; in the data active = inhibition above about 22%, passing the limit was not always enough;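 note: 0% = enzyme without compound and 100% = no enzyme blank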
AP complement – orthogonal test for alternative complement pathway inhibitors; 62,000 tested, 0.08% active; Human serum alternative complement pathway, LPS-coated ELISA, C3 deposition; tested in compound mixtures; inhibition, % at 5 µM; AID 1235;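 active = inhibition above 30% in each of the two pooled mixtures holding the compound, so the lower value exceeds 30%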;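 note: 0% = serum in Mg-EGTA without compound and 100% = EDTA serum blank; some compounds past the cut are filed as inactive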
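Assay system: Human serum alternative complement pathway, C3 deposition on LPS-coated wells | Incubation: 1 h serum-compound exposure at 37 °C | Doses: 5 µM per compound in ten-compound mixtures | Read-out: Percent inhibition | Technique: ELISA with HRP anti-human C3 antibody, TMB substrate, absorbance 450 nm | Replication: Two pool placements per compound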
CatB inh – inhibitors of human cathepsin B. P07858. purified cathepsin B, fluorogenic substrate, fluorescence. inhibition, %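 (tested at 10 µM)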. 63,000 tested, 0.1% active; in the data active = inhibition above about 21%;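 note: 0% = enzyme with no compound and 100% = no enzyme blank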
D1 mod – allosteric modulators of human D1 dopamine receptor; P21728; HEK293 D1, CRE-luciferase, dopamine EC30 potentiation; actives deviate in either direction; B-score at 10 µM; 58,000 tested, 5.9% active; AID 641;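 active = luminescence count or its row- and column-corrected plate score outside the 99.7% band of the plate's sample wells, on either side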
* = called active by the depositor; . = not tested or not shown. Outcome played no part in choosing rows; overall some 7.6% were active at least once.

SMILES	DUSP1 inh	Ecoli tolC	Cdc25B inh	E coli RNAP	Hsp90 block	CatB mix inh	AP complement	CatB inh	D1 mod
C=CCn1c(SCC(=O)Nc2c(C)nn(Cc3ccccc3)c2C)nnc1C(O)c1ccccc1 (stereo not drawn)	1	5	-10	11	0	-2	7	0	-1.5
Cc1ccc(S(=O)(=O)C2(C(=O)Nc3ccc4c(c3)OCO4)CC2)cc1	6	2	-5	6	15	3	11	-2	0.46
COc1ccc(OC)c(NC(=O)C2C3CCC(O3)C2C(=O)O)c1 (stereo not drawn)	13	-6	-2	.	5	-9	2	1	-1.2
O=C(Oc1ccc(/C=N/O)cc1)c1ccccc1	11	9	-12	2	-5	27	19	4	-1.5
COc1cccc(-n2c(SCC(=O)O)nnc2-c2cccnc2)c1	9	-14	2	2	-1	-23	16	2	.
COc1cccc(-c2cc(C(=O)Nc3cccc(O)c3)no2)c1	4	-16	1	1	0	0	19	-2	-1.1
O=C(C1CCN(S(=O)(=O)c2cccnc2)CC1)N1CCN(C2CCCC2)CC1	17	-20	-3	5	-3	7	14	-1	.
COc1ccc(C2=NOC(C(=O)NCC(C)C)C2)cc1 (stereo not drawn)	-1	-4	5	-10	-4	-1	3	0	-0.53
Cc1cc(S(=O)(=O)NCCCN2CCOCC2)ccc1F	-1	-20	-13	5	-3	1	5	3	-0.31
COC(=O)c1cn(C(=O)c2ccccc2F)nc1N	24	-9	2	2	0	4	29	-5	.
Cc1c(Cl)cccc1NC(=O)CCN1CCCCC1	7	-14	-7	6	-5	5	10	3	-1.7
Cc1noc(C)c1CSc1nc2ccccc2n1CCc1ccccc1	-14	33	-6	3	0	13	6	1	2
CCOC(=O)c1cnc2c(C)c(Cl)ccc2c1N1CCOCC1	4	-9	4	-2	-2	3	23	0	1.4
CCCN1Cc2cccc(C(=O)Nc3ccc4c(c3)OCO4)c2C1=O	-1	1	18	6	9	-4	-2	-3	1.3
CCSc1nnc(C)c2ccccc12	8	5	1	5	-2	-1	-5	5	1.2
O=C(c1c[nH]c2ccc(S(=O)(=O)N3CCOCC3)cc2c1=O)N1CCCC1	2	7	10	-3	-1	6	-7	7	0.49
Cc1cc2c(c(=O)n1Cc1ccccn1)C(c1ccc3c(c1)OCO3)C(C#N)=C(N)O2 (stereo not drawn)	-19	10	-25	9	-7	.	.	5	-0.26
CN(c1ccc(C(=O)NCc2ccco2)cc1)S(C)(=O)=O	-2	-9	-11	3	-2	6	14	-8	.
COc1cccc(-c2nnc(SCc3cccnc3)o2)c1	1	14	13	-2	-3	-4	27	-1	-0.039
COc1cccc(C(=O)NC2CC3CCCC(C2)N3CC(=O)Nc2ccc(N(C)C)cc2)c1 (stereo not drawn)	.	20	.	4	.	-1	5	0	.
CCOC(=O)Cn1c(C(C)=O)nc2ccccc21	11	-12	-13	1	-2	3	10	5	-0.36
COc1ccc2[nH]c(=O)c(CN(CCCN(C)C)C(=O)Nc3ccccc3)cc2c1	-5	-15	5	0	-6	5	17	-5	-1.6
COc1ccc(NCc2nnc(SCC(=O)Nc3cc(C(F)(F)F)ccc3Cl)o2)cc1	0	2	-14	13	10	0	-5	6	0.28
COc1cc(NC(=O)C2CCC(CNc3c(N4CCCCC4)c(=O)c3=O)CC2)cc(OC)c1 (stereo not drawn)	33	-1	-5	5	-1	4	28	1	-0.53
C=CCn1c(SCC(=O)C(C)(C)C)nnc1-c1cccs1	-3	16	0	5	1	1	-3	10	-0.28
CC1(C)CC(=O)N(c2ccccc2)C1(C)O (stereo not drawn)	9	-10	-9	4	-3	1	13	-2	0.026
COc1ccc(CCNC(=O)COC(=O)c2cnccn2)cc1	7	-8	-9	3	-4	2	10	1	-2
CCOc1cc(S(=O)(=O)NCc2ccccc2)ccc1F	16	6	-8	.	5	3	7	1	1.5
CCCc1ccc(OCC(O)CN2CCN(c3ccccc3)CC2)cc1 (stereo not drawn)	7	25	-23	-2	.	-3	-17	1	.
CCOc1ccc(C)cc1S(=O)(=O)Nc1cccnc1	-11	-12	-3	6	-1	5	7	7	0.12
CS(=O)(=O)NCCSCc1ccc(Cl)cc1	10	13	-9	6	.	5	6	6	-0.026
CC1=CC(=C(C#N)c2nc3ccccc3s2)C=C(C)N1Cc1ccco1	26	6	2	3	-4	3	19	2	-0.0045
c1ccc(CN(Cc2ccco2)C(c2ccncc2)c2nnnn2C2CCCC2)cc1 (stereo not drawn)	6	64*	-11	9	-4	0	12	0	-0.55
CN(C(=O)c1ccccc1C(=O)c1ccccc1)C1CCS(=O)(=O)C1 (stereo not drawn)	2	-4	-4	4	-5	-1	14	2	-0.5
CN1CC(=O)N/C1=N\C(=O)Nc1ccc2c(c1)N(C)C(=O)CS2	10	-16	-9	4	-2	6	7	-4	.
COC(=O)c1[nH]c(C)c(/C(O)=C2\C(=O)C(=O)N(CCN(C)C)C2c2ccc(C)o2)c1C (stereo not drawn)	-8	-21	7	19	-11	7	1	4	-0.031
Cc1ccc(C(=O)NCCN(C)C)c(C)c1	5	-11	-1	12	-8	6	11	1	.
C=CCn1c(C)c(C(C)=O)c(N2CCCC2)nc1=S	-1	-3	-4	10	-5	7	8	3	-0.52
COC(=O)c1cc(NC2c3ccccc3C(=O)N2c2ccc(Cl)cn2)cc(C(=O)OC)c1 (stereo not drawn)	5	19	-5	6	-3	3	24	2	1.9
CCOC(=O)CCSc1nc(C)cc(C(F)(F)F)c1C#N	-2	21	-1	2	-11	-5	10	-1	.
COC1(OC)N=C(NC(=O)Nc2ccccc2)C2(C#N)C(c3ccccc3)C12C#N (stereo not drawn)	7	2	5	.	-6	2	-3	5	1.1
CC1CCN(C(=O)CNC(=O)Cn2ccc3ccccc3c2=O)CC1	3	-16	-12	7	0	-1	6	-4	0.51
O=C(NCCN1CCN(c2ccccc2F)CC1)C1c2ccccc2C(=O)N2CCc3ccccc3C12 (stereo not drawn)	14	-1	11	-10	-3	-2	2	2	1.8
COC(=O)CNC(=O)COC(=O)c1cc(Cl)cc(Cl)c1N	-6	-8	1	-17	9	3	-13	5	0.3
CCN(CC)S(=O)(=O)c1cc(C(=O)Nc2ccccc2C(=O)O)ccc1OC	-1	4	4	-4	2	2	7	3	-1.1
Cc1ccccc1NC(=O)CSc1nnc(Cc2cccn2C)n1-c1ccc(F)cc1	-4	-5	-7	8	-2	4	2	5	0.52
CCOC(=O)N1CCN(C(=O)c2ccccc2NC(=O)c2ccc(OC)cc2)CC1	-11	-9	-2	3	-8	2	18	-3	-0.64
COC(=O)c1ccc(COc2cc(O)c3c(c2)OC(C)(C)CC3=O)cc1	6	47	-18	5	-4	1	-3	2	0.011
CC(=O)Nc1ccc(C(=O)CSc2nnc(C)o2)cc1	1	-15	-3	2	-20	2	7	5	-0.14
CC1CCN(C(=O)COC(=O)c2cc3ccccc3cc2O)CC1	-10	21	-3	6	1	2	-10	1	0.53
O=C(c1ccc(=O)oc1)N1CCCc2ccccc21	-3	-13	0	8	-9	-2	5	8	0.055
Cc1cc(N2CCN(C/C=C/c3ccccc3)CC2)n2ncnc2n1	11	5	-5	-9	-2	-5	0	-2	-0.66
CCOC(=O)N1CCC(Nc2c(OCC)c(=O)c2=O)CC1	6	-12	-3	3	-3	-1	5	1	0.49
COC(=O)c1cc(Cl)c(NS(=O)(=O)c2ccccc2)cc1OC	3	26	25	5	-3	2	-1	2	0.38
CC(=O)c1cc(-c2ccccc2)n(CC(=O)NCc2cccs2)c1C	6	-18	7	4	-2	9	9	5	-1
CCN1CCN(c2ccc(NC(=O)c3cccnc3)cc2Cl)CC1	-8	-13	-4	10	-5	4	15	3	-1.3
CCC(CC)C(=O)NCCc1ccc(OC)c(OC)c1	7	-6	5	3	.	4	22	2	-0.31
Cc1ccc(NC(=O)CCNS(=O)(=O)c2ccc3c(c2)oc(=O)n3C)c(C)c1	24	-4	3	2	-4	-1	8	2	-0.23
CCCc1[nH]nc2c1C(C1CC=CCC1)C(C#N)=C(N)O2 (stereo not drawn)	8	33	-1	.	-5	.	.	.	-0.1
Cc1ccc(-c2cc(C(F)(F)F)c(C#N)c(SCCC#N)n2)o1	9	-9	-10	4	-24	-3	-1	-4	-0.28

Continuation:
SMILES	DUSP1 inh	Ecoli tolC	Cdc25B inh	E coli RNAP	Hsp90 block	CatB mix inh	AP complement	CatB inh	D1 mod
Cc1onc(-c2ccccc2Cl)c1-c1nc(-c2ccccn2)no1	-15	23	-7	.	1	-2	-1	-1	0.82
Cc1ccc(S(=O)(=O)Nc2nc3ccc(S(C)(=O)=O)cc3s2)cc1	-4	-5	2	2	-1	0	10	8	0.55
CCOC(=O)c1c(NC(=O)CSc2nnnn2-c2ccc3c(c2)OCO3)sc(C)c1C	4	-10	7	8	5	1	7	2	.
CCOCCCNC(=O)c1c[nH]c2ccc(S(=O)(=O)Nc3cccc(OC)c3)cc2c1=O	4	15	5	4	-3	-2	-10	6	0.13
COc1ccc(N2CSC3=C(C#N)C(c4cc(OC)ccc4OC)CC(=O)N3C2)c(OC)c1 (stereo not drawn)	5	-4	-1	1	27	4	14	4	0.26
Cc1nc(NCCCN2CCOCC2)c2oc3ccccc3c2n1	9	-8	-13	6	.	-3	7	-2	.
C/C=C/CSc1nc2c(c(=O)[nH]c(=O)n2C)n1Cc1ccc(C)cc1	1	5	-13	6	-3	3	-5	0	20*
COC(=O)c1cc(Br)c(=O)n(CC(C)C)c1	-11	-10	3	.	-8	1	-5	-1	0.13
CCC(C)(C)n1nnnc1C(c1ccccc1OC)N1CCSCC1 (stereo not drawn)	1	19	-2	4	-1	-1	1	4	-0.52
COc1ccc(OC)c(S(=O)(=O)Nc2cnc3ccccc3c2)c1	10	8	-3	5	-5	-1	4	9	0.32
O=c1[nH]c(N2CCN(c3ccccc3)CC2)nc2c1CCC2	5	-3	1	1	-4	0	-8	-1	0.65
COc1ccc(-c2cc3nc(C)c(CCC(=O)NCc4ccco4)c(C)n3n2)c(OC)c1	11	-5	-13	0	-2	-6	7	-3	-0.89
CC(NC(=O)NCc1cccnc1)(C(F)(F)F)C(F)(F)F	-18	8	-34	.	-3	.	.	1	-0.35
CSc1nnc(Cn2c(=O)sc3ccccc32)n1C	5	-12	-4	4	0	3	12	-1	.
Cc1ccc(S(=O)(=O)c2cc3c(=O)n4cccc(C)c4nc3n(Cc3ccco3)c2=N)cc1C	4	4	16	-8	0	5	6	-2	1.6
Cc1ccccc1NC1C=CS(=O)(=O)C1 (stereo not drawn)	2	-10	-3	.	-1	-6	23	-2	0.13

A different layout for some results above:
molecule | DUSP1 inh | Ecoli tolC | Cdc25B inh | E coli RNAP | Hsp90 block | CatB mix inh | AP complement | CatB inh | D1 mod
CCOC(=O)c1c(NC(=O)CSc2nnnn2-c2ccc3c(c2)OCO3)sc(C)c1C | 4 | -10 | 7 | 8 | 5 | 1 | 7 | 2 | .
CCOCCCNC(=O)c1c[nH]c2ccc(S(=O)(=O)Nc3cccc(OC)c3)cc2c1=O | 4 | 15 | 5 | 4 | -3 | -2 | -10 | 6 | 0.13
COc1ccc(N2CSC3=C(C#N)C(c4cc(OC)ccc4OC)CC(=O)N3C2)c(OC)c1 (stereo not drawn) | 5 | -4 | -1 | 1 | 27 | 4 | 14 | 4 | 0.26
Cc1nc(NCCCN2CCOCC2)c2oc3ccccc3c2n1 | 9 | -8 | -13 | 6 | . | -3 | 7 | -2 | .
C/C=C/CSc1nc2c(c(=O)[nH]c(=O)n2C)n1Cc1ccc(C)cc1 | 1 | 5 | -13 | 6 | -3 | 3 | -5 | 0 | 20*
COC(=O)c1cc(Br)c(=O)n(CC(C)C)c1 | -11 | -10 | 3 | . | -8 | 1 | -5 | -1 | 0.13
